WRN inhibitor = WRN helicase (human) inhibition; WRN helicase unwinding, fluorescent forked duplex, kinetic; Potency, µM (top dose mostly 114 µM), inactives show top-dose activity change, negative = inhibition, actives largely listed as inhibitors; actives 0.46% (n = 360,000); also: potency is read from the fitted curve at half-maximal effect; % is scaled to controls: 0 for no effect and ±100 for the full control effect; nearly all actives have a fitted effect of over 55% in size
Target sequence (Q14191 whole entry, looked up): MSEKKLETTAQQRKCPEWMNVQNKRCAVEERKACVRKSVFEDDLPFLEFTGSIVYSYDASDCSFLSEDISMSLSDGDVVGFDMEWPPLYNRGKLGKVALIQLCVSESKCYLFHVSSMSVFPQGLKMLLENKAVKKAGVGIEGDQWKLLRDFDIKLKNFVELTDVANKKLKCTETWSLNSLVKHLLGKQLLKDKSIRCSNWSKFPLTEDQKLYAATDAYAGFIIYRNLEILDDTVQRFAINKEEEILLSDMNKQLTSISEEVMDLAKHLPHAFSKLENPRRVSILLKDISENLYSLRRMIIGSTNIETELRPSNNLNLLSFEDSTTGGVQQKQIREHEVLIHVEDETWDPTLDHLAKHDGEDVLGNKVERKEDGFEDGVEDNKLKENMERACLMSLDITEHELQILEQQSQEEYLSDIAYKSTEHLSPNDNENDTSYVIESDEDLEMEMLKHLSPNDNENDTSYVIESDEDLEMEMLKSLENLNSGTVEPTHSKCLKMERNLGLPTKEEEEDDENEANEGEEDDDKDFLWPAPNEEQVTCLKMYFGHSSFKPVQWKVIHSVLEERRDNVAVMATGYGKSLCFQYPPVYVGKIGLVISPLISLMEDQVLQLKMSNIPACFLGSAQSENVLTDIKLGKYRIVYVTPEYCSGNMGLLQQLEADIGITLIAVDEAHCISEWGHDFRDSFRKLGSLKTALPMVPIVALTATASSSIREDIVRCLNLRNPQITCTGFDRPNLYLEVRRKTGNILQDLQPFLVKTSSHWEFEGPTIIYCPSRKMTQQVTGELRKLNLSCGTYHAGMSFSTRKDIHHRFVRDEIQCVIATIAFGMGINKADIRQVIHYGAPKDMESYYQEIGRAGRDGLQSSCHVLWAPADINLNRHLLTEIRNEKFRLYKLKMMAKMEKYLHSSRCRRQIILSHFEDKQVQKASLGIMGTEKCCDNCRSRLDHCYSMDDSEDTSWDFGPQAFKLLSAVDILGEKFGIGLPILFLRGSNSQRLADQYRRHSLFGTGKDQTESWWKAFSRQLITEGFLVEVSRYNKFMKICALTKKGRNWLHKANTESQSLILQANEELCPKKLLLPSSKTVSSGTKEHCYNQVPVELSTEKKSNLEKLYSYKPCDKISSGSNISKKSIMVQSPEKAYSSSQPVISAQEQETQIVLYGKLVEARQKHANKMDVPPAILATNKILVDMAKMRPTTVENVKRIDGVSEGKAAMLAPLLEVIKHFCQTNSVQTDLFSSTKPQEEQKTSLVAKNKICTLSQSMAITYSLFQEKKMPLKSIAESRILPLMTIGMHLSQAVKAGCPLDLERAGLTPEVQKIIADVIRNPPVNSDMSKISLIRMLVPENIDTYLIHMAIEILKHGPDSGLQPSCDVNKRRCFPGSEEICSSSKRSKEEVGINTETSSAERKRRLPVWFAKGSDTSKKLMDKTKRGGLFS
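Kinetic red-fluorescence monitoring (525/598 nm) tracks WRN helicase activity after 100 nM fluorophore-quencher forked duplex and 2 mM ATP are added to 20 nM enzyme pretreated 15 min at room temperature with compound.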
IL-2 act = activates IL-2 in a cell-based reporter assay | IL-2 activation reporter assay, cell-based qHTS; stimulated with anti-CD3/CD4/CD28 beads; in transgenic mouse T cells | activation, % (series mostly up to about 46 µM) | actives 0.065% (n = 360,000) | AID 652025; in the data active = activation above about 50%; inconclusive = mostly about 30% to 49%; also: 0% is about no effect
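Unstimulated transgenic mouse T cells preincubated 60 min with compound, then stimulated with anti-CD3/anti-CD4-coated beads plus anti-CD28 for 18 h at 37 degrees C. IL-2 response read as EGFP and DsRed fluorescence by plate cytometry.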
GLP1R ag = activates the human GLP-1 receptor; P43220; HEK293 GLP-1R CRE-luciferase, luminescence, 4-6 h; cells express a hypersensitive GLP-1R form; Potency, µM (highest dose often 45.6 µM), without a hit: top-dose activation, hits mostly activators; actives 0.007% (n = 380,000); also: potency is read from the fitted curve at half-maximal effect; % of control where 0% means no effect
PLK1 PBD inh = blocks phosphopeptide binding to human PLK1 polo-box domain. actives 2.8% (n = 360,000). Potency, µM, for the others: max response, negative = inhibition, usual class: inhibitors. Plk1 PBD binding of FITC phosphopeptide, fluorescence polarization; also: potency is read from the fitted curve at half-maximal effect; series mostly up to about 57 µM; % is scaled to controls: 0 for no effect and ±100 for the full control effect; nearly all actives have a fitted effect of over 65% in size
GLP-1R inv ag = acts as inverse agonist at human GLP-1 receptor; HEK293 GLP-1R CRE-luciferase, luminescence, 24 h; GLP-1R form is constitutively active; Potency, µM (doses to about 38.3 µM), inactives show at the top dose activity change, negative = inhibition, actives largely listed as inhibitors; actives 1.6% (n = 410,000); AID 624417; also: potency is read from the fitted curve at half-maximal effect; % is scaled to controls: 0 for no effect and ±100 for the full control effect; nearly all actives have a fitted effect of over 55% in size
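Cells are plated, allowed 12 hours at 37 deg C, then treated with compounds for 24 hr before luciferase detection reagent is added and luminescence is read after 12 min at room temperature. The HEK293 line carries constitutively active GLP-1R with a cAMP-responsive reporter.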
DRD3 agonist = agonists of human D3 dopamine receptor; P35462; D3R DiscoveRx beta-arrestin cells, luminescence, 90 min; max activation, %; actives 0.58% (n = 410,000); in the data active = max activation above about 30%; also: 0% is about no effect; mostly tested at two doses, the higher about 12 µM
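Agonist mode: compounds and dopamine controls were applied to plated cells for 90 min at 37 degrees C after an overnight attachment at 1500 cells/well. Luminescent read-out followed 30 - 60 minutes at room temperature with DiscoveRx detection reagent.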
HEK293 tox = cytotoxic in the GLP-1 receptor inverse agonist counter-screen; HEK293 cAMP-luciferase reporter cells, luminescence, 24 h; actives 0.13% (n = 410,000); AID 624418; Potency, µM (highest dose often 38.3 µM), inactives show at the highest dose activity change, negative = inhibition, most hits filed as inhibitors;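 also: loss of luciferase light is scored as toxicity; potency is read from the fitted curve at half-maximal effect; % is scaled to controls: 0 for no effect and ±100 for the full control effect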
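Luminescence readout: signal drop marks cytotoxicity. Plated cells grew 12 h at 37 °C, 5% CO2, received 23 nL compound for 24 h, then got luciferase reagent, read after 12 min at RT.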
DRD3 antagonist = blocks the human D3 dopamine receptor. P35462. D3R cells, DiscoveRx beta-arrestin luminescence, antagonist mode; active compounds read low. max response, negative = inhibition, %. actives 2.5% (n = 360,000); in the data active = max response below about -50%; inconclusive = no clear call, values can overlap the other calls; also: % is scaled to controls: 0 for no effect and ±100 for the full control effect; mostly tested at two doses, the higher about 12 µM
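Cells expressing the human receptor were seeded at 1500 cells/well, incubated overnight at 37 degrees C in 5% CO2, then exposed to library compounds with dopamine controls for 90 minutes at 37 degrees C before luminescent detection.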
PI5P4Ka inh = blocks human PI5P4K alpha kinase activity. P48426. PI5P4Kalpha enzyme, ADP-Glo luminescence, 60 min; active compounds read low. max response, %. actives 1.2% (n = 330,000); active = max response of -50% or lower; inconclusive = between -30% and -50%; inactive = -30% or higher; also: value at the top dose of about 77 µM; % is scaled to controls: 0 for no effect and ±100 for the full control effect
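Enzyme plus substrate dispensed, test compounds pinned in, then ATP (5 microM final) added. After 60 min at RT, ADP-Glo reagent 1 for 45 min and reagent 2 for 30 min preceded luminescence imaging.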
Active calls of the source: *; ? = inconclusive; / = no result given; & = joins results of further samples; [ ] = remark or other dose. Unless noted, calls follow the shape of the dose curve; as a rule, active = well fitted curve in the direction sought with a large enough effect; inconclusive = small, poorly fitted or top-dose-only effect, or another doubt; inactive = no such curve, though single readings can be large; an effect the other way counts as inactive or inconclusive.

SMILES	WRN inhibitor	IL-2 act	GLP1R ag	PLK1 PBD inh	GLP-1R inv ag	DRD3 agonist	HEK293 tox	DRD3 antagonist	PI5P4Ka inh
CC(=O)C1=C(O)C(=O)N(c2ccc(O)cc2)C1c1ccc(C)cc1 (configuration not stated)	3%	-1.3	5%	-4%	-6%	-2	-1%	0	-1
Cc1ccc(NC(=O)n2ccc(-c3ccc(-n4ccnc4)cc3)n2)cc1	-11%	0.7	2%	-1%	23%	8	3%	9	1
Cc1ccc(OC2CCN(C(=O)[C@H]3O[C@@H](n4cnc5c(N)ncnc54)[C@H](O)[C@@H]3O)CC2)cc1	-10%	1.5	3%	5%	21%	10	6%	20	-4
COCCNC(=O)C1CCCN(C(=O)c2ccc3sccc3c2)CC1 (configuration not stated)	0%	-0.2	-7%	-6%	1%	-22	0%	-16	1
COc1ccccc1-c1nc(C#N)c(N2CCc3ccccc3C2)o1	-8%	0.0	7%	0%	0%	30	1%	11	/
O=Cc1cn(CCC(=O)O)nc1-c1cc2ccccc2o1	-16%[57.1 µM]	-2.4	-1%	-9%	15%	-8	5%	-2	-10
Cc1ccccc1NC(=O)COC(=O)COc1ccc2c(c1)CCC2	-2%	-1.9	-3%	-7%	13%	3	-3%	15	6
C[C@H]1CN([C@@H](C)CO)C(=O)c2cc(C#CCC3CCCC3)cnc2O[C@@H]1CN(C)C(=O)CC1CC1	1%	-2.4	-5%	-15%	3%	-3	-2%	-19	-5
CN(CC(=O)N1CCN(c2ccccn2)CC1)S(=O)(=O)c1ccc2ccccc2c1	-7%[57.1 µM]	0.8	2%	-6%	-1%	-6	-5%	-20	/
CCc1cc(C=C(Cl)Cl)oc(=O)c1C	1%	-2.1	-1%	-5%	0%	-9	6%	17	/
CCOc1ccccc1OCCOCCN1CC(C)OC(C)C1 (configuration not stated)	8%	-1.0	-15%	-21%	-14%	-13	-20%	-9	-14
O=C(c1ccccc1F)N1CCN(S(=O)(=O)c2ccc3c(c2)OCCO3)CC1	14%	-3.3	2%	0%	2%	-5	1%	?	2
CN(Cc1ccccc1)C(=O)c1ccc(NC(=O)Cc2ccc(NC(=O)C3CCN(C(=O)C4CCC4)CC3)cc2)cc1	-7%	-0.3	-5%	-12%	-11%	-17	-2%	-22	-10
COc1cc(NC(=S)NCc2cccnc2)cc(OC)c1OC	2%	-5.6	-12%	1%	0%	8	15%	-5	3
CCC(C)N(C(=O)CCC(=O)Nc1cc(C)on1)C(C(=O)NC(C)(C)C)c1ccccc1Cl (configuration not stated)	5%	-2.0	4%	-7%	?	8	?	3	1
CCN(CC)S(=O)(=O)c1ccc(OC)c(NC(=O)c2cc(C)on2)c1	1%	-0.8	6%	-18%	28%	-2	2%	?	5
CC(C(=O)Nc1nncs1)N1C(=O)C2C3C=CC(C3)C2C1=O (configuration not stated)	-23%	-5.5	10%	-3%	3%	-23	20%	0	-6
CCc1nn(CC(=O)NCCc2ccc(S(N)(=O)=O)cc2)c(=O)c2cc3sccc3n12	-2%	-0.8	-4%	-20%	-3%	-10	-3%	2	-10
CCOC(=O)C(=O)Nc1ccccc1C(=O)NCc1ccccc1	-2%	-0.3	0%	4%	16%	23	4%	13	1
O=C(Oc1ccc2c(=O)c(Oc3ccc4ccccc4c3)coc2c1)c1cccnc1	-2%	-0.3	2%	0%	19%	6	3%	5	7

The last 2 entries of the section above come first, to join the parts:
SMILES	WRN inhibitor	IL-2 act	GLP1R ag	PLK1 PBD inh	GLP-1R inv ag	DRD3 agonist	HEK293 tox	DRD3 antagonist	PI5P4Ka inh
CCOC(=O)C(=O)Nc1ccccc1C(=O)NCc1ccccc1	-2%	-0.3	0%	4%	16%	23	4%	13	1
O=C(Oc1ccc2c(=O)c(Oc3ccc4ccccc4c3)coc2c1)c1cccnc1	-2%	-0.3	2%	0%	19%	6	3%	5	7
CCOC(=O)c1ccccc1NC(=O)CCc1c(C)nc2c(c1C)c(=O)n(C)c(=O)n2C	/	/	-1%	/	20%	-10	22%	/	/
O=C(N/N=C/c1ccc2cccc(OCc3ccccc3)c2n1)c1ccc(Br)cc1	4%	-4.0	-10%	9%	-22%	2	-16%	15	-14
CCCOc1cccc(C(=O)Nc2cccnc2)c1	-4%[57.1 µM]	-1.6	-1%	-10%	?	-10	0%	-21	/
Cc1ccc(C(=O)Nc2ccc(F)cc2F)o1	6%	0.2	-7%	-3%	29%	5	2%	5	4
O=C(NCCCN1CCOCC1)c1cccc(NS(=O)(=O)c2ccc(Br)cc2)c1	1%	-0.2	-4%	-1%	4%	-10	5%	3	1
CC(=O)Nc1ccc(/C(C)=N/Nc2nc(N3CCOCC3)nc(N3CCOCC3)n2)cc1	-2%	1.5	11%	30µM*	-12%[7.66 µM]	-2	33%[activator][7.66 µM]	-14	2
COc1ccc(OC)c(NC(=O)CSc2nc3nc(C)cc(C)n3n2)c1	-12%	1.6	11%	3%	14%	1	7%	13	-1
Cc1cccc(NC(=O)CN2C(=O)N/C(=C/c3cc(C)n(C(C)C)c3C)C2=O)c1	-20%	-2.7	3%	0%	5%	-20	3%	-22	/
O=C(C1CCN(S(=O)(=O)N2CCOCC2)CC1)N1CCN(Cc2ccc3c(c2)OCO3)CC1	6%	3.2	-3%	-11%	6%	-1	5%	8	0
CCOC(=O)C(Cc1ccccc1)C(=O)c1ccco1 (configuration not stated)	-2%	2.8	4%	-2%	-11%	7	-19%	11	-2
CCc1ccc(NC(=O)C2CCCN(S(=O)(=O)c3cccnc3)C2)cc1 (configuration not stated)	-6%	-2.9	1%	-11%	?	-10	1%	-17	-3
Cc1cccc(C)c1OCC(=O)Nc1nnc(C2CCCO2)s1 (configuration not stated)	16%	-0.4	-22%	-13%	20%	0	14%	-14	0
O=c1cc(-c2ccc([N+](=O)[O-])cc2)c2ccc(O)cc2o1	16%	0.7	2%	-13%	2%[7.66 µM]	3	4%[7.66 µM]	-28	3
O=C1CCc2cc(S(=O)(=O)NCc3ccc(Cl)cc3)cc3c2N1CC3	10%	-3.7	5%	-7%	7%&9%	1&-9	-2%&3%	-9	-10
O=C(c1cc2c(=O)oc3ccccc3c2s1)N1CCN(c2ccccc2)CC1	/	/	-2%	/	15%	-9	-5%	/	/
CCCCCCC(=O)N=Nc1c(O)[nH]c2ccc([N+](=O)[O-])cc12	-18%	-1.0	0%	-4%	-4%	1	20%	11	-16
CCOC(=O)c1c(N)sc2c1CCCC2	1%	-2.1	2%	?	3%	0	11%	27	/
Cc1cc(C)nc(SCC(=O)NN=Cc2ccc(C)o2)n1	1%	0.5	5%	-19%	-21%	2	-5%	8	-1
O=C(CNC(=O)c1ccccc1F)Nc1ccncc1	0%	0.2	14%	2%	37%	5	-1%	4	-8
CCn1c(=S)sc2c(=O)n(CC(=O)Nc3ccccc3C(F)(F)F)c(C)nc21	9%	-0.6	-7%	-13%	-3%	32*	8%	-7	1
Cc1c(N2C(=O)c3ccccc3C2=O)c(=O)n(-c2ccccc2)n1C	-1%	0.0	9%	-8%	-6%	-8	-5%	-3	-8
O=C(O)c1ccc2c(c1)CCCN2	-3%	6.0	0%	-2%	6%	3	10%	21	-6
CC1=NN(C2=NS(=O)(=O)c3ccccc32)C(C)(O)C1 (configuration not stated)	1%	-0.1	7%	-5%	?	-1	?	-3	0
Cc1cccc(OCC(=O)Nc2ccccc2N2CCCC2)c1C	-14%	-5.4	-1%	-1%	?	8	-11%	-1	28
COc1ccc(NC(=O)/C(N=Nc2ccc(Cl)c(S(=O)(=O)Nc3ccc(Cl)cc3)c2)=C(\C)O)cc1	-10%	0.8	3%	-1%	17%	5	-2%	1	7
Cc1cc(NC(=O)c2ccc(Cl)c([N+](=O)[O-])c2)no1	-3%	-0.2	2%	3%	6%	-13	14%	-7	0
C=CCN1c2ccccc2[C@]23C[C@@H](C(=O)OC)N(C(=O)c4ccco4)C2=NC(C(=O)OC)=C(C(=O)OC)[C@H]13	-2%	-0.1	4%	-8%	-3%	3	-8%	5	6
O=C(Nc1ccnn1C1CCN(Cc2ccccc2F)CC1)C1CCCC1	-7%	1.9	-1%	1%	-20%	-25	-6%	-23	-4
COc1ccc(-c2cc(C(=O)Nc3cccc(O)c3)no2)cc1	-2%	-1.5	-2%	-9%	?	-5	-2%	-16	-2
O=C(CCc1nc2ccccc2c(=O)[nH]1)Nc1cccc(S(=O)(=O)N2CCOCC2)c1	-11%	1.5	7%	-4%	-5%	-2	-5%	6	-10
COc1ccc(CNc2nccs2)cc1	-8%	-0.9	-4%	-1%	-7%	-12	1%	-8	-1
COc1cc(/C=C(\C#N)C(=O)NCC2CCCO2)ccc1O (configuration not stated)	1%	-1.0	0%	0%	5%&23%	-22&3	-8%&-25%	-17	1
COc1ccc(C(=O)NCC(=O)OCC(=O)c2ccc3c(c2)OCCO3)cc1	5%	1.6	9%	-4%	0%	-4	5%	16	1
Cc1ccc(NC(=O)c2ccc(Cl)c(S(=O)(=O)Nc3c(C)n(C)n(-c4ccccc4)c3=O)c2)cc1Cl	-19%	0.0	-13%	-6%	?	0	-7%	18	2
NCCCCC(N)c1cn([C@@H](CCC(=O)O)C(=O)N2CCNCC2)nn1 (some centres not stated)	0%	0.3	2%	-5%	7%	-3	-14%	-5	-6
CCOC(=O)c1ccc2nc3c(cc2c1)CCS3	-21%	-4.8	2%	-5%	3%	13	-1%	12	/
O=C(O)c1ccc(CSc2nnnn2-c2ccc(F)cc2)cc1	5%	-0.6	8%	0%	70%[activator]	5	16%	-8	0
CC1CCCc2sc3ncn(N)c(=N)c3c21 (configuration not stated)	-2%	1.1	0%	-1%	-23%	-4	53%[activator]	11	0
Nc1nc2ccccc2n1CCN1CCCC1	-2%	-0.5	-9%	-1%	0%	-7	-12%	-26	/
Cc1oncc1C(=O)N1CCCC(CO)(Cc2ccc(F)cc2F)C1 (configuration not stated)	-7%	-0.7	3%	-1%	5%	5	2%	1	-3
Cn1nnnc1SCC(=O)N1CCN(S(=O)(=O)c2ccccc2)CC1	7%	-0.1	1%	2%	14%	-3	-29%	3	-5
CCCNC(=O)c1cc(C2CCCN(S(=O)(=O)c3cccs3)C2)on1 (configuration not stated)	6%	-0.1	20%	-11%	20%	-3	2%	4	2

Rows were taken by chance; overall some 7.8% were active at least once.
